Compound activity (PubChem BioAssay)
MCF10A rerep: induces DNA re-replication in MCF 10a normal breast cells; MCF 10A DNA re-replication, Hoechst nuclear intensity, 48 h; Potency, µM (top dose mostly 46.1 µM), without a hit: top-dose activity, positive = re-replication, actives largely listed as activators; 350,000 tested, 2.9% active; further: potency means the concentration at half of the fitted maximal effect; % of control where 0% means no effect; nearly all actives have a fitted effect of over 50% in size
HT1080-NT tox: kills 2HG-producing HT-1080-NT fibrosarcoma cells; HT-1080-NT fibrosarcoma viability, CellTiter-Glo ATP luminescence, 48 h; Potency, µM (titrated, usually from 46.1 µM), without a hit: at the top dose activity, negative = less viability, hits mostly cytotoxic; 360,000 tested, 1.6% active;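 further: NT is the 2HG producing partner of a matched IDH1 knockdown line; potency means the concentration at half of the fitted maximal effect; 0% = DMSO-treated cells and -100% = media-only wells without cells; nearly all actives have a fitted effect of over 55% in size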
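Toxicity toward the 2HG-producing NT line was scored as %Activity, normalised to DMSO and no-cell wells, from CellTiter-Glo luminescence after 48 hours' treatment.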
SW480 rerep: inducers of DNA re-replication in SW480 colon cancer cells; Potency, µM (series often up to 46.1 µM), inactives show top-dose re-replication activation, usual class: activators; SW480 DNA re-replication, Hoechst DNA content imaging, 48 h; 340,000 tested, 1.8% active; further: potency means the concentration at half of the fitted maximal effect; % of control where 0% means no effect; nearly all actives have a fitted effect of over 55% in size
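Image-based read-out: total Hoechst fluorescence of nuclei (405 nm excitation, 500-530 nm emission), with hits raising the fraction of high-intensity nuclei. SW480 colon cells incubated 48 hr with compounds at 37 C.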
WRN helicase inh: inhibitors of human WRN helicase. Q14191. WRN helicase unwinding, fluorescent forked duplex, kinetic. Potency, µM (doses to about 114 µM), without a hit: top-dose activity change, negative = inhibition, usual class: inhibitors. 360,000 tested, 0.46% active. AID 651768; further: potency means the concentration at half of the fitted maximal effect; on the % scale 0 is the no-effect control and ±100 the full control effect; nearly all actives have a fitted effect of over 55% in size
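Enzyme (20 nM final) and test compound sit together 15 min at room temperature before substrate addition. Substrate is a single-forked duplex oligonucleotide (100 nM) labelled with fluorophore and quencher, with 2 mM ATP; helicase unwinding raises red fluorescence, read kinetically.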
IL-1B inflam inh: inhibitors of inflammasome signaling (IL-1 beta secretion); THP-1 LPS/ATP IL-1B secretion, AlphaLISA, 16 h; active compounds read low; activity change, % at 57.5 µM; 360,000 tested, 4.7% active; in the data active means activity change below about -50%; inconclusive means mostly about -30% to -49%; further: on the % scale 0 is the no-effect control and ±100 the full control effect
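Secreted IL-1B measured by AlphaLISA bead assay after 16 h compound exposure of THP-1 cells; compounds (final up to 57.5 uM) added 1 h before LPS (250 ng/mL) and ATP (1.25 mM) stimulation; lower signal means less secretion.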
KB-3-1 tox: KB-3-1 parental cell cytotoxicity; KB-3-1 viability, CellTiter-Glo ATP luminescence, 72 h; Potency, µM (doses to about 46.1 µM), for the others: at the highest dose activity change, negative = cytotoxic, most hits filed as cytotoxic; 400,000 tested, 1.4% active; AID 1347075; further: potency means the concentration at half of the fitted maximal effect; on the % scale 0 is the no-effect control and ±100 the full control effect; nearly all actives have a fitted effect of over 60% in size
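Cytotoxicity in the drug-sensitive parental line KB-3-1 was scored as loss of CellTiter-Glo luminescence following 72 h incubation with compound. Values come from curve fitting of normalized concentration-response data.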
HT1080 IDH1KD tx: kills HT-1080 cells with IDH1 knockdown; HT-1080 IDH1 knockdown viability, ATP luminescence, 48 h; Potency, µM (top dose mostly 46.1 µM), inactives show at the highest dose activity, negative = toxicity, usual class: cytotoxic; 360,000 tested, 2% active; AID 686971;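 further: potency means the concentration at half of the fitted maximal effect; 0% = DMSO wells and -100% = cell-free medium wells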
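Cytotoxicity counter-line: IDH1KD HT-1080, 48 h, CellTiter-Glo. Curves classed by r2, magnitude and activity.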
ATXN2 expr inh: reduces ATXN2 reporter expression in HEK-293 cells | HEK-293 ATXN2-luciferase reporter, luminescence, 24 h | 360,000 tested, 0.72% active | Potency, µM (series often up to 57 µM), for the others: at the top dose activity change, negative = inhibition, most hits filed as inhibitors | AID 1745845; further: potency means the concentration at half of the fitted maximal effect; on the % scale 0 is the no-effect control and ±100 the full control effect; nearly all actives have a fitted effect of over 55% in size
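qHTS (up to 57 uM final) was run with 24 h compound exposure of reporter cells at 37 °C. Each well was multiplexed: SteadyGlo luminescence measured ATXN2-luciferase expression after a fluorogenic Gly-Phe-AFC viability readout (25 uM final).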
KB-V1 cytotox: KB-V1 MDR subline cytotoxicity; KB-V1 MDR cells viability, CellTiter-Glo, 72 h; Potency, µM (top dose mostly 46.1 µM), inactives show at the top dose activity change, negative = cytotoxicity, hits mostly cytotoxic; 400,000 tested, 3.4% active; AID 1347076; further: potency means the concentration at half of the fitted maximal effect; on the % scale 0 is the no-effect control and ±100 the full control effect; nearly all actives have a fitted effect of over 60% in size
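Cells of the MDR subline KB-V1 are plated, dosed with compound at multiple concentrations, and incubated 72 h at 37 degrees C; CellTiter-Glo is then added and luminescence read after 10 min.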
Active calls of the source: *; ? = inconclusive; · = no result given; & = joins results of further samples; [ ] = remark or other dose. Unless noted, the call rests on the fitted dose curve; in most records, active means well fitted curve in the direction sought with a large enough effect; inconclusive means small, poorly fitted or top-dose-only effect, or another doubt; inactive means no such curve, though single readings can be large; an effect the other way counts as inactive or inconclusive.

SMILES | MCF10A rerep | HT1080-NT tox | SW480 rerep | WRN helicase inh | IL-1B inflam inh | KB-3-1 tox | HT1080 IDH1KD tx | ATXN2 expr inh | KB-V1 cytotox
COCCNC(=O)/C(C#N)=C/c1cc(Br)c(O)c(OC)c1 | -4% | 2% | 3% | -17% | 23 | 7% | 3% | 3% | 8%
CCCNC(=O)CS(=O)Cc1nc(-c2ccc(OC)cc2)oc1C (stereo not drawn) | 0% | -9% | -5% | 6% | 14 | -3% | 1% | 4% | -4%
CC(CCc1ccccc1)NC(=O)C(=O)NCc1ccccc1 (stereo not drawn) | 16% | -1% | -1% | 5% | 0 | 7% | -1% | 3% | ?
CCc1ccccc1NC(=O)c1ccc(S(=O)(=O)NCC2CCCO2)cc1 (stereo not drawn) | 9% | -6% | -4% | 6% | 13 | -4% | -2% | -7% | -2%
CN(C(=O)COc1ccccc1)c1ccc([N+](=O)[O-])cc1 | · | -5% | · | 8% | -24 | 6% | 1% | · | -1%
COc1ccc(C2CC(c3cccc(C)c3)n3ncnc3N2)cc1 (stereo not drawn) | -1% | -1% | 0% | -1% | -8 | -6% | 4% | -7% | -4%
CC(C)n1nccc1N(Cc1ccc(Br)cc1)S(=O)(=O)c1ccccc1 | 10% | ? | 14% | -16% | ? | ? | ? | -23% | ?
Cc1cc(OCC(=O)NCc2nc(-c3ccccc3)no2)c(C)cc1Br | -1% | 17% | 1% | 8% | 8 | 0% | 18% | -9% | -2%
Cc1cnc(C(=O)Oc2ccc(-c3ccccc3)cc2)cn1 | -35%[inhibitor] | 6% | 0% | -3% | 3 | 0% | 7% | -2% | -4%
CCC(C)[C@H](NC(=O)OC(C)(C)C)C(=O)N/N=C/c1ccc2nccnc2c1 (stereo partly drawn) | -2% | -1% | 3% | -4% | -12 | 0% | 2% | 0% | 16%
Oc1cccc(/C=N/N2CCCCC2)c1O | 8% | -8% | 0% | -4% | -3 | 2% | -14% | · | -14%
CC(O)CCC(=O)NCCNC(=O)CCC(C)O (stereo not drawn) | 0% | 6% | 2% | 6% | 7 | -1% | 11% | -6% | 26%
O=C(NC1CCCC1)c1cc(Cl)ccc1[N+](=O)[O-] | 1% | 15% | -1% | -21% | 3 | 4% | 5% | 1% | 4%
CCOC(=O)CSc1nnc(-c2ccoc2C)n1-c1ccc(OCC)cc1 | -3% | ? | -6% | 1% | 40 | 0% | -8% | -7% | -10%
Cc1cc(N/N=C/c2cccc(F)c2)nc(NCc2ccccc2)n1 | ? | 21µM* | 15% | -28% | -72* | -18% | 16µM* | -18% | ?
Cc1nc(NC(=O)C2CCCC2)sc1Cc1ccc2c(c1)OCO2 | ? | -7% | ? | -10% | -18 | -24% | -42% | 19% | -14%
O=C(CN1C(=O)NC2(CCCc3ccccc32)C1=O)Nc1cc(F)ccc1F (stereo not drawn) | 1% | -10% | 17% | -3% | 5 | -6% | -6% | 5% | ?
Cc1c(NC(=O)Nc2ccc(C#N)cc2)c(=O)n(-c2ccccc2)n1C | 3% | -8% | 13% | 11% | -4 | -2%&-2% | -1% | -7% | -10%&-23%
Cc1ccc2c(c1)N(CC(=O)N1CCCc3ccccc31)C(=O)CO2 | 7% | -8% | 6% | -5% | 0 | -1% | -5% | -7% | 12µM*
CC1(C(=O)NS(=O)(=O)c2ccc3c(c2)CCO3)CCN1C(=O)c1ccccc1CCc1ccccc1 (stereo not drawn) | · | -1% | · | 0% | -15 | 0% | 5% | 7% | 5%
COc1cc(C(=O)NCC(=O)OCC(=O)N2CCc3ccccc32)cc(OC)c1OC | -1% | 6% | 0% | 11% | 15 | -7% | 15% | -13% | 2%
O=C1c2oc3ccc(F)cc3c(=O)c2C(c2ccc(F)cc2)N1CCCN1CCOCC1 (stereo not drawn) | 5% | 19% | -6% | -3% | -5 | 11% | 23% | 1% | 0%
CC1CCC(NC(=O)Cn2c(=O)oc3ccccc32)CC1 (stereo not drawn) | -8% | 2% | 12% | 7% | 2 | 13% | -3% | 1% | -2%
CC(CCc1ccccc1)NC(=O)CN(C)Cc1ccc(F)cc1 (stereo not drawn) | 13% | -4% | -3% | 5% | -12 | -8% | -6% | 4% | -4%
O=C(Nc1ccccc1-c1nc2ccccc2s1)c1cccnc1 | -3% | -1% | -1% | -11% | 4 | -6% | 2% | -19% | -6%
CC(C)[C@H](NC(=O)N1c2ccccc2NC(=O)[C@@H]1C(C)C)C(=O)N[C@H](C(=O)O)c1ccccc1 | -1% | -2% | ? | 5% | 14 | 0% | -6% | -3% | -4%
COC(=O)C[C@@H]1C[C@@H]2c3cc(NC(=O)NC4CCCCC4)ccc3O[C@@H]2[C@H](CO)O1 | · | -8% | · | -4% | ? | 1% | -8% | 0% | -2%
CCc1ccc(OCC(=O)OC2CCS(=O)(=O)C2)cc1 (stereo not drawn) | -8% | 22% | -4% | 7% | 13 | 11% | 0% | 1% | 4%
CCOCC(=O)NCc1ccc2c(c1)cc(C)n2C | -2% | 0% | -4% | -10% | -11 | -14% | 2% | 3% | -8%
O=C1OCCC1Sc1nc2ccccc2n1Cc1ccccc1 (stereo not drawn) | -1% | 7% | -2% | 7% | 32 | -2% | 6% | 4% | 17%
O=C(CCNC(=O)C1CCN(S(=O)(=O)c2ccccc2)CC1)NC1CC1 | 10% | 12% | 0% | 2% | 2 | -4% | 8% | 8% | 2%
CCOC(=O)c1ccc(NC(=O)CSc2nnc(Cc3cccs3)n2C)cc1 | 4% | 0% | -2%[9.22 µM] | 6% | 22 | -8% | 3% | 8% | -19%
COc1ccc(CC(N)c2csc(Nc3cnccn3)n2)cc1 (stereo not drawn) | · | -13% | · | -6% | -4 | 0% | -29% | ? | -22%
N#CC(C#N)=C1NC2(CCCCC2)Cc2ccccc21 | 12% | -1% | -8% | -3% | 5 | 1% | -2% | · | -15%
CC(NC(=O)/C(C#N)=C/c1ccc(C(=O)O)cc1)c1ccccc1 (stereo not drawn) | ? | -7% | -48%[inhibitor] | -24%[11.6 µM] | 13 | 1% | -15% | -11% | 6%
Cn1nnnc1SCC(=O)c1ccc(Br)s1 | 0% | 0% | -3% | 8% | -19 | -5% | 11% | 4% | 3%
CC(c1ccccc1)N1CC(C(=O)N2CCCC(C(N)=O)C2)CC1=O (stereo not drawn) | -8% | 6% | -9% | -1% | 1 | 4% | 10% | · | 0%
Cc1nnc(SCC(=O)Nc2ccc(N(C)C)cc2)n(N)c1=O | 2% | 17% | 8% | -3% | -14 | 16% | -7% | -11% | 3%
Cn1c(=O)c(C(N)=S)cn(-c2ccccc2)c1=O | -13% | 6% | -4% | 10% | 4 | 23% | 4% | 5% | 0%
Cc1ccc(-c2nnc(N(C)C(=O)c3ccccn3)s2)cn1 | 9% | ? | -2% | 1% | -10 | -20% | 28% | -7% | -10%
COc1ccc(-n2c(C)cc(/C=C(\C#N)C(=O)NCc3ccco3)c2C)cc1 | 23% | 9% | 12% | -1% | 16 | -5% | 0% | -6% | -9%
Cc1cccc(OCCNC(=O)CCc2ccccc2)c1 | -3% | 14% | 1% | 3% | -5 | -5% | 3% | 3% | -12%
Cc1ccc(-n2c(Cl)c(Cl)[nH]c(=O)c2=O)cc1 | 1% | -3% | 0% | 0% | 6 | -21% | -1% | 2% | -6%
OC(CN1CCN(c2ccccc2F)CC1)c1ccc(F)cc1 (stereo not drawn) | 12% | -10% | 1% | 8% | 10 | -1% | 9% | -8% | -15%
Cc1c(NC(=O)Nc2ccc(F)cc2F)c(=O)n(-c2ccccc2)n1C | 3% | 1% | 11% | -3% | -4 | 6% | 9% | -6% | 24%
O=C(CN1C(=O)NC2(CCc3ccccc32)C1=O)NC1CCCCC1 (stereo not drawn) | · | -1% | · | 8% | -10 | -23% | 0% | · | 1%
CC(=O)Nc1ccc(NC(=O)CSc2nnc(NC(=O)C3CC3)s2)cc1 | 2% | 3% | -15% | -36% | -15 | 3% | 1% | 3% | ?
CCN(CC)c1ccc(/C=N/NC(=O)Cc2cccs2)c(O)c1 | ? | ? | ? | -12% | 66 | ? | ? | ? | ?
O=C(CN1CCC(n2nnc3cc(F)ccc32)CC1)NNC(=O)c1ccccc1 | 0% | 4% | -5% | -7% | 7 | -3% | -23% | -9% | 10%
COc1ccc(C2=Nn3c(nnc3-c3ccccn3)SC2)cc1 | 11% | -17% | ? | -12% | -6 | ? | -1% | -18% | 15µM*
CC(=O)Nc1ccc(NC(=O)CSc2nnc(NC(=O)Cc3ccc(F)cc3)s2)cc1 | -5% | 16% | -6% | -14% | 7 | 6% | 15% | 4% | 1%
CCc1nnc(NC(=O)CN2CCN(c3nc(-c4ccccc4)cs3)CC2)s1 | ? | ? | ? | -12% | 2 | 11% | ? | -24% | 21µM*
COc1ccccc1NC(=O)CCNC(=O)Cn1ccc2ccccc2c1=O | 2% | 3% | -4% | 3% | 0 | 25% | 6% | 7% | -19%

Entries above that have a Cl atom, in the order listed:
SMILES | MCF10A rerep | HT1080-NT tox | SW480 rerep | WRN helicase inh | IL-1B inflam inh | KB-3-1 tox | HT1080 IDH1KD tx | ATXN2 expr inh | KB-V1 cytotox
O=C(NC1CCCC1)c1cc(Cl)ccc1[N+](=O)[O-] | 1% | 15% | -1% | -21% | 3 | 4% | 5% | 1% | 4%
Cc1ccc(-n2c(Cl)c(Cl)[nH]c(=O)c2=O)cc1 | 1% | -3% | 0% | 0% | 6 | -21% | -1% | 2% | -6%

The order is random; any-hit rate near 12%.
